Screens: PubChem BioAssay, several laboratories
NRP1-CendR mod – modulators of CendR peptide binding to NRP-1, primary screen, biochemical, fluorescence polarization, uHTS; Neuropilin-1 (Homo sapiens), O14786; FAM-RPARPAR peptide binding to NRP-1; inhibition, % at 25 µM; actives 0.85% (n = 360,000); AID 602438, 2012;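 active means inhibition or corrected inhibition above about 18%, plus a signal ratio from 0.5 to 1.5, limit read from the data, passing the limit was not always enough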; further: strong numbers were not always called active
Target sequence (O14786 whole entry, looked up): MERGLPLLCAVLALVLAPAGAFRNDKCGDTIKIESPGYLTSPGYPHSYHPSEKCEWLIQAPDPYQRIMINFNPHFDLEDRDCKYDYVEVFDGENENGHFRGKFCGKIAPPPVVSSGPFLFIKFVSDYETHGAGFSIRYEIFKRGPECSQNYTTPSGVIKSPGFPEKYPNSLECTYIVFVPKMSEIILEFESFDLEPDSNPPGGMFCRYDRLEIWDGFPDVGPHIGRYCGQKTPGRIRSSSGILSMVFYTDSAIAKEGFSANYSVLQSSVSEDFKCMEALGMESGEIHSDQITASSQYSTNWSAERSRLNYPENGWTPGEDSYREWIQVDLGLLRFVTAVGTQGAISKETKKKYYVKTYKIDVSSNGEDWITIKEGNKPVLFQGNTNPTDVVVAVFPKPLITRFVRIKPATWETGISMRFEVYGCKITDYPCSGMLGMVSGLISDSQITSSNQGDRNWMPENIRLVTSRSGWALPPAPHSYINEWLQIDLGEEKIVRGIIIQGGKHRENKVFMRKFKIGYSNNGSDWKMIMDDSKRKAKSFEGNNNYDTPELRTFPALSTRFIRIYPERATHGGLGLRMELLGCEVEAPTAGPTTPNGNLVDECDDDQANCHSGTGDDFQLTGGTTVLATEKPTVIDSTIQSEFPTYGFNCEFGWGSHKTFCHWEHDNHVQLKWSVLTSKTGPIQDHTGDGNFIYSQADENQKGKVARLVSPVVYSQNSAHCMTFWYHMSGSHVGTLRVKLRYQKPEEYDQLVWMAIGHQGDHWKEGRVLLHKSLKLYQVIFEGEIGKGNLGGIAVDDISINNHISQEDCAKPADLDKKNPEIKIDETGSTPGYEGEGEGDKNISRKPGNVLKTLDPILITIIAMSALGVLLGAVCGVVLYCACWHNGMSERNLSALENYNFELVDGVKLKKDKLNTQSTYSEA
MT1-MMP act inh – blockers of MT1-MMP proenzyme processing, primary screen, HT1080 RFP-PRO-GFP cells, GFP/RFP fluorescence | GFP/RFP ratio change, % at 20 µM | actives 0.061% (n = 360,000) | AID 651647, 2012 | GFP/RFP ratio fluorescence, overnight; percent of plate control window, DMSO zero;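 active means GFP/RFP ratio change of at least 30% with cell ATP level not reduced by more than half and red fluorescence within 50% of control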; further: strong numbers were not always called active
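Compound: 20 µM single dose, 1% DMSO / System: HT1080 RFP-PRO-GFP cells / Controls: DMSO and RFP-L50D-GFP cell wells / Read-out basis: GFP/RFP fluorescence ratio / Schedule: overnight compound exposure at 37 °C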
Rin1 Abl inh – inhibitors of Rin1-Abl protein binding, primary screen, biochemical, TR-FRET | inhibition, % at 7.35 µM | actives 0.4% (n = 360,000) | Tyrosine-protein kinase ABL1 (Homo sapiens) + Ras and Rab interactor 1 (Homo sapiens), …; in the data active means inhibition above about 5%, passing the limit was not always enough
FAS-TE inh – FAS thioesterase domain inhibitors, primary screen, biochemical, fluorescence intensity, uHTS; Fatty acid synthase (Homo sapiens), P49327; recombinant FAS-TE, OMFH fluorogenic substrate, fluorescence endpoint; inhibition, % at 15 µM; actives 0.67% (n = 360,000);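 active means compounds whose normalised, plate-corrected inhibition of enzyme fluorescence in the single-dose primary screen is 50% or more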;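 further: 0% = DMSO with enzyme and 100% = substrate without enzyme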
MsrA act – bovine MsrA enzyme activators, primary screen, biochemical, absorbance, HTS | AID 602163, 2012 | activation, % at 10.6 µM | Methionine sulfoxide reductase A (Bos taurus) | purified bovine MsrA, absorbance read-out | actives 0.3% (n = 360,000); in the data active means activation above about 7.5%;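 further: 0% = vehicle and 100% = reference activator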
Neddyl block – inhibitors of cullin neddylation, primary screen, biochemical, TR-FRET, uHTS, NAE and Ubc12 | NEDD8-conjugating enzyme Ubc12 (Homo sapiens) + NEDD8-activating enzyme E1 regulatory … | calls only at 25 µM | actives 0.58% (n = 360,000) | AID 651699, 2012; in the data active means inhibition above about 36%
E coli Lon inh – inhibitors of E. coli Lon protease, primary screen, biochemical, fluorescence polarization; P0A9M0; purified E. coli Lon protease; inhibition, % at 7.94 µM; actives 0.42% (n = 360,000); AID 602123, 2011; in the data active means inhibition above about 13%, passing the limit was not always enough;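 further: 0% = enzyme with probe and DMSO and 100% = no enzyme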
PABP1 MLLE inh – inhibitors of PABP1 MLLE–PAM2 peptide binding, primary screen, biochemical, fluorescence polarization, FITC-PAM2, GST-MLLE | Polyadenylate-binding protein 1 (Homo sapiens), P11940 | inhibition, % at 20 µM | actives 0.36% (n = 360,000); in the data active means inhibition above about 35%, passing the limit was not always enough;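 further: plate controls were DMSO wells with GST-MLLE for no effect and wells lacking GST-MLLE protein for full effect; some results filed as inactive read as strong as hits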
SKN-1 block – suppressors of acrylamide-induced Pgst-4::GFP reporter in worms, primary screen, SKN-1 inhibitor project, whole organism, uHTS, GFP/RFP fluorescence ratio, strain VP596; C. elegans VP596 Pgst-4::GFP/RFP ratio, 24 h; inhibition, % at 21.8 µM; actives 0.49% (n = 360,000); AID 624304, 2012;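 active means interference check ratio from 0.5 to 1.5 plus GFP to RFP signal ratio inhibition reaching or exceeding a fixed threshold, cut at about 30% in these data, passing the limit was not always enough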; further: some compounds called inactive have numbers as strong as hits
* marks the source's active call; other numbers are inactive results; i = inactive; nt = not tested or not shown. Not a hit list (roughly 4% active in at least one column).

Structure	NRP1-CendR mod	MT1-MMP act inh	Rin1 Abl inh	FAS-TE inh	MsrA act	Neddyl block	E coli Lon inh	PABP1 MLLE inh	SKN-1 block
COC(=O)c1c(N2C(=O)[C@H]3[C@@H](C2=O)[C@]2(C(=O)Nc4c2ccc(C)c4C)N2CCC[C@@H]32)sc(C)c1C	-39	-10	-5	26	-4	i	-3	-14	23
C=CCNC(=O)c1c(CSc2ccc(Cl)cc2)noc1C(=O)NCc1ccccc1	9	4	1	24	-9	i	2	9	1
CC(C)(C)OC(=O)C[C@@H]1C/C=C\C[C@@H](CC(=O)N(CCO)Cc2ccccc2)C(=O)NC[C@@H](c2ccccc2)OC1=O	20	7	3	-11	-6	i	8	-15	12
COc1ccc(S(=O)(=O)N2CCOCC2)cc1NC(=O)C1CCCCN1S(=O)(=O)c1ccccc1 (stereo not drawn)	10	-4	2	13	-3	i	-4	2	-20
Cc1ccc(Nc2nnc(SCC(=O)Nc3cccc(S(=O)(=O)NC4=NCCCCC4)c3)s2)c(C)c1	3	-6	1	-2	4	i	17	-105	4
COc1ccc(C(=O)/C=C/c2ccc(OC)c(CN3CCOCC3)c2)cc1	2	-2	-3	-12	-5	i	-6	-3	61*
CCn1c(SCc2ccccc2)nnc1C1CCN(S(=O)(=O)c2ccc(OC)cc2)CC1	15	6	2	0	-3	i	-1	-28	4
COc1ccc(CCNC(=O)Cc2cc(OC)c(OC)cc2Br)cc1OC	-2	-1	4	-5	-5	i	-4	3	1
CN(C(=O)CSc1nc(-c2ccc(F)cc2)cs1)C1CCS(=O)(=O)C1 (stereo not drawn)	6	-10	-1	0	-12	i	2	-10	2
CCCc1ccc(S(=O)(=O)NCc2nnc(SC)n2C)cc1	3	-2	-2	-2	-2	i	-10	6	-6
Cc1ccc(Nc2nc3c(s2)CCC3)c(C)c1	7	-7	3	-6	0	i	-8	-12	6
CCOc1ccc(-c2nnn(CCC(=O)O)n2)cc1OC	-2	9	-2	-8	-2	i	2	12	-1
NC(=O)CC(NC(=O)c1cccc(Br)c1)c1ccc(NC2CCCCCCCCCCC2)c([N+](=O)[O-])c1 (stereo not drawn)	-20	-1	1	-7	-2	i	-3	-25	6
O=C(c1cc(F)c(F)cc1Cl)N1CCN(c2ncccn2)CC1	-1	2	3	-4	-7	i	13	-4	-7
CN(CC(=O)Nc1ccccc1Br)C(=O)CCSc1ccc(F)cc1	-3	-2	2	3	-1	i	-7	21	10
O=C(Nn1cnnc1)c1ccccc1Cl	-9	2	3	-4	-3	i	0	6	12
CN1C(=O)/C(=C2\SC(N3CCCCCC3)=NC2=O)c2ccccc21	10	10	-9	-2	-13	i	-5	4	-18
O=C(NC1CS(=O)(=O)CC1NCc1ccco1)c1ccccc1 (stereo not drawn)	-9	-1	-3	-7	-4	i	-9	-1	16
Cc1ccc(C2(C)NC(=O)N(CC(=O)Nc3cc(S(=O)(=O)N(C)C)ccc3C)C2=O)cc1 (stereo not drawn)	4	3	-2	1	-5	i	0	-7	-1
CCn1c(C)nc2cc(C(=O)NNC(=O)CCC3CCCC3)ccc21	5	3	-1	-4	-1	i	9	4	2
COc1ccc(-n2nc(C(=O)N(C)C3CCCCC3)c3ccccc3c2=O)c(OC)c1	13	1	-3	-2	-1	i	-1	11	34
CCOc1ccc(N(C)Cc2cc(=O)oc3ccc(OC)cc23)cc1	-8	-2	0	31	-2	i	-8	-1	2
O=C(NCC1CCCN(Cc2nccs2)C1)c1cccc2ccccc12 (stereo not drawn)	-3	-1	-1	-5	-1	i	3	0	-20
COc1ccc(C(=O)Nc2ncc3c(n2)CC(C)CC3=O)cc1 (stereo not drawn)	-2	0	1	-5	-10	i	-4	9	-1
O=C(N/N=C/c1cccc(Oc2ccccc2)c1)c1ccc(O)cc1O	4	5	0	8	-2	nt	-1	10	25
CCOc1ccc(CCNC(=O)COC(=O)C2=NNC(=O)CC2)cc1OCC	1	1	0	-8	-8	i	3	-9	-3
CC(C)(C)OC(=O)N1CCC(c2c(C(=O)N3CCN(C(=O)c4ccco4)CC3)cnn2-c2ccc(F)cc2)CC1	6	-5	-2	-3	-6	i	1	9	25
O=C(NNC(=O)c1ccc(Cl)c(Cl)c1)c1ccncc1	16	2	-2	-2	-2	i	-4	4	9
Cc1cc(SCC(=O)N/N=C/c2ccc(O)c(O)c2O)c(C)cc1Br	12	-19	3	16	-4	i	-3	12	16
CCOC(=O)C1=C(C)N(C)C(C)=C(C(=O)OCC)C1c1ccccc1	23	7	2	6	-12	i	-5	9	-31
CCN(CC)S(=O)(=O)c1ccc(NC(=O)COC(=O)c2ccc(NC(=O)CC#N)cc2)cc1	-3	0	4	-4	-4	i	4	-15	-2
CSc1nnc(-c2cc[n+](C)cc2)n1CCO	-3	-1	3	-14	-7	i	-5	-125	-6
CC(CCc1ccccc1)NC(=O)C1CCN(S(=O)(=O)N2CCOCC2)CC1 (stereo not drawn)	-3	4	3	-5	-6	i	-1	12	-3
Cc1ccc(NC(=O)C(NCc2ccccn2)c2ccccc2)cc1 (stereo not drawn)	-5	-2	1	4	-10	i	-1	-1	14
COc1ccc(S(=O)(=O)N2CCCCC2)cc1NC(=O)c1ccc(OC)c(OC)c1	9	1	-2	3	-3	i	-3	11	10
CCOc1ccccc1NC(=O)CN1CCC(C(=O)c2ccc(F)cc2)CC1	19	1	2	23	-2	i	-5	-3	-5
COc1cccc(C(=O)C2CCCN(Cc3cccn3-c3cccnc3)C2)c1 (stereo not drawn)	14	0	1	13	-4	i	-11	-9	-1
CCC(=O)N/N=C(\C)CC(=O)Nc1ccccc1-c1ccccc1	-5	2	-2	-10	-3	i	11	8	-7
C=CCN1CCN(C(=O)CCc2ccccc2)CC1	5	-5	1	-6	-2	i	-3	10	9
O=C1CCCCC1C(Nc1ccc(Cl)cc1)c1ccccc1 (stereo not drawn)	2	0	2	24	0	i	0	6	8
COc1ccc(C(=O)NC(C)C2CC3CCC2C3)cc1 (stereo not drawn)	-3	2	1	0	-2	i	-3	-6	19
COc1ccc(N(C(=O)CNC(=O)c2ccco2)C(C(=O)NC2CCCCC2)c2ccco2)cc1 (stereo not drawn)	-4	2	2	-2	-5	i	2	-6	-22
O=C1c2cccc3cc([N+](=O)[O-])cc(c23)C(=O)N1c1nncs1	-8	-7	-10	-7	3	i	3	10	13
CC(=O)Nc1ccccc1C(=O)C(=O)Nc1cccc(Br)c1	0	1	1	2	-3	i	9	3	8
COc1ccc(/C=C/C(=O)OCC(=O)c2ccc(S(=O)(=O)N3CCCCC3)cc2)cc1OC	-15	2	-1	5	-4	i	1	8	1
O=S1(=O)CC(N2CCN(CCO)CC2)CN1Cc1cn(Cc2ccc(Cl)cc2)nn1 (stereo not drawn)	9	6	nt	-17	-2	i	-5	nt	13
C/C(CC(=O)Nc1cccc(C(F)(F)F)c1)=N\NC(=O)Cc1ccccc1	11	5	2	0	-7	i	3	-4	6
CCn1c(SCc2nnc(-c3ccccc3)o2)nnc1-c1ccc(S(=O)(=O)N2CCCC2)cc1	-4	7	-1	-3	-4	i	-2	-30	-19
Cc1ccccc1NC(=O)c1cccc(Cn2cc(Br)c([N+](=O)[O-])n2)c1	1	0	-2	15	-6	i	0	9	-14
CCN1CCN(C(=O)CN2C(=O)COc3ccc(C)cc32)CC1	4	2	4	-4	-2	i	5	-7	-1
C[C@H](CO)N1C[C@H](C)[C@@H](CN(C)S(=O)(=O)c2ccc(F)cc2)Oc2c(NC(=O)c3ccncc3)cccc2C1=O	0	-1	2	-13	-6	i	-7	-10	11
N/C(COc1ccc(F)cc1)=N\NC(=O)c1cccnc1Oc1ccccc1	16	2	0	-15	-4	i	-21	-18	11
COc1cc(SC)ccc1C(=O)N1CCc2ccccc21	-7	4	0	2	0	i	-9	-9	-4
CC(=O)C1=C(O)C(=O)N(Cc2ccccc2)C1c1cccs1 (stereo not drawn)	-5	8	4	-10	-5	i	-5	5	-8
CCCn1c(=O)c(C(=O)NNC(=O)Cc2ccccc2)c(O)c2ccccc21	10	4	2	-1	-2	i	-5	10	2
Cc1ccccc1NS(=O)(=O)c1ccc(C(=O)NCCCN2CCOCC2)cc1	12	10	5	-7	-12	i	1	6	4
O=C(NCCN1CCOCC1)/C(=C\c1ccccc1F)NC(=O)c1ccccc1	11	0	-2	-7	1	i	2	9	3
COc1ccc(C(=O)COC(=O)CN2C(=O)C3CC=CCC3C2=O)c(OC)c1 (stereo not drawn)	-11	-3	3	-3	-2	i	3	10	4
Cc1ccn2c(CN(C)CCn3nc(C)cc3C)c(C(=O)N3CCCCCC3)nc2c1	4	2	1	-4	-4	i	-3	2	0
CNc1nc(NCc2ccc(N(C)C)cc2)c2sccc2n1	-10	-1	2	-5	-1	i	-8	-6	5

2 compounds from above with just MT1-MMP act inh:
Molecule,MT1-MMP act inh
CCOC(=O)C1=C(C)N(C)C(C)=C(C(=O)OCC)C1c1ccccc1,7
CCN(CC)S(=O)(=O)c1ccc(NC(=O)COC(=O)c2ccc(NC(=O)CC#N)cc2)cc1,0

Following part.
Structure	NRP1-CendR mod	MT1-MMP act inh	Rin1 Abl inh	FAS-TE inh	MsrA act	Neddyl block	E coli Lon inh	PABP1 MLLE inh	SKN-1 block
CC(C)C[C@H]1CNC(=S)N1C[C@H]1CCCN1C[C@H](Cc1ccc(O)cc1)N1C[C@H](Cc2ccccc2)N(CC2CCCCCC2)C1=S	11	-5	2	-107	-3	i	4	13	20
O=C(COC(=O)CCC1CCCC1)Nc1ccc(Cl)cn1	2	0	-5	-3	-5	i	-6	6	41*
COC(=O)c1ccc(NC(=S)NC2CCCCC2)cc1	-2	14	-2	1	0	i	8	-1	5
COCc1cc(C)nc2sc(C(=O)Nc3cccc(OC)c3)c(N)c12	-2	-3	-2	10	-3	nt	0	5	-4
COc1ccc(-c2nn(-c3ccccc3)cc2/C=N/NC(=O)c2cccc(S(=O)(=O)Nc3ccccc3Cl)c2)cc1	-13	-4	-2	59*	-6	nt	-12	-1	-2
CCC(=O)Nc1ccc(-c2ccc(N3CCN(C)CC3)nn2)cc1	-7	-1	-3	-6	-6	i	-4	14	-11
COC(=O)c1[nH]c(=O)c2ccccc2c1OCc1ccccc1	5	4	1	-3	-1	i	6	-3	3
c1ccc(N2CCN(c3nc4cc5c(cc4s3)OCCO5)CC2)cc1	5	13	3	0	2	i	-14	12	0
Cn1nc(C(=O)N2CCOCC2)c([N+](=O)[O-])c1C(=O)N1CCOCC1	1	0	5	-14	-3	i	0	4	6
O=C(Nc1ncc([N+](=O)[O-])s1)c1ccccc1Br	-2	-3	0	4	-2	i	-2	-12	-9
